High-throughput results: PubChem, several laboratories
DAX1 inh-1: NR0B1 (DAX1) inhibition | P51843 | HEK293 Gal4-DAX1 luciferase reporter, luminescence | inhibition, % at 6.75 µM | 340,000 tested, 0.99% active | AID 504766;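 active = inhibition above the mean over all tested compounds plus 3 SD, cut at about 4.2% in these data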;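 note: 0% = DAX1-transfected cells with DMSO and 100% = empty-vector control cells with DMSO; inhibition shows as a rise in luminescence from relieved DAX1 repression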
Target sequence (P51843 207-470 limits assumed): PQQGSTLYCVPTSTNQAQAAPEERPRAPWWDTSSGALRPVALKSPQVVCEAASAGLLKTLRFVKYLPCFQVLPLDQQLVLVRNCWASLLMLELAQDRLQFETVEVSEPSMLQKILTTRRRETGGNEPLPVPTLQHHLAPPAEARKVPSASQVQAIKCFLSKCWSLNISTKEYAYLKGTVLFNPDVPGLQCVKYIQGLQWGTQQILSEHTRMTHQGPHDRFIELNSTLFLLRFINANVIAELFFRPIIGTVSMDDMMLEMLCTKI
PLCg1 inh: blocks human PLC-gamma1 enzyme activity | purified PLC-gamma1, fluorogenic substrate, fluorescence | inhibition, % at 12.2 µM | 370,000 tested, 0.84% active | AID 720700; in the data active = inhibition above about 9.5%
MBD2 inh: blocks human MBD2 binding to methylated DNA; TR-FRET, MBD2 binding to methylated oligonucleotide; 370,000 tested, 0.31% active; Q9UBB5; inhibition, % at 4.4 µM; in the data active = inhibition above about 13%
PLC-beta3 inh: inhibitors of human phospholipase C beta3. Purified PLC-beta3, fluorogenic substrate, fluorescence. inhibition, % at 12.2 µM. AID 720704. 370,000 tested, 0.18% active; in the data active = inhibition above about 11%;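 note: 0% = median of compound wells on plate and 100% = full blocker control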
ADAM17 inh: ADAM17 inhibition, QFRET primary screen; P78536; recombinant ADAM17, EDANS/DABCYL FRET peptide cleavage; inhibition, % at 6.95 µM; 370,000 tested, 0.83% active; AID 720648;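 active = inhibition above the mean of compounds lying between control limits plus 3 SD, set per campaign, cut at about 8.5% in these data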;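 note: 0% = DMSO-only wells as the low control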
Target sequence (P78536 215-824 limits assumed): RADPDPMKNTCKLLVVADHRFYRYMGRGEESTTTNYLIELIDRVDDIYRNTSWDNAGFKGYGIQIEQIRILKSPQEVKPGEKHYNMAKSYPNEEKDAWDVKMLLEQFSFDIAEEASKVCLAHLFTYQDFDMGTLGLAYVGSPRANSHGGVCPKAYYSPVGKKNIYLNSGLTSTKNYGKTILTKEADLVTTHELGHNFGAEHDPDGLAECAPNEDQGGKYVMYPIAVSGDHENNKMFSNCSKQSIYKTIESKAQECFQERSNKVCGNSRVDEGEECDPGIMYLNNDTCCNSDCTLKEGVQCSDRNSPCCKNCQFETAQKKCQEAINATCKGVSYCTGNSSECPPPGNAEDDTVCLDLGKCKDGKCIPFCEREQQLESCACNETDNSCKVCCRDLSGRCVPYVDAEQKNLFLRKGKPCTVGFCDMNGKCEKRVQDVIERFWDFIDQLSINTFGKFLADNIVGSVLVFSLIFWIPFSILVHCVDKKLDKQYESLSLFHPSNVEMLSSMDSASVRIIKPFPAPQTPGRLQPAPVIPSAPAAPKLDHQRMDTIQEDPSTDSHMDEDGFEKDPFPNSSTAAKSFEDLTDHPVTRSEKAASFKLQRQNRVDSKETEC
hgDAF12 agonist: agonists of H. glycines DAF-12 nuclear receptor; activation, % at 6.8 µM; HEK293 GAL4-hgDAF12 UAS-luciferase reporter, agonist luminescence; normalized to butyrate control; 370,000 tested, 1.8% active;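 active = activation above a cutoff set at the mean of all screened compounds plus 3 SD, cut at about 10% in these data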;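 note: 0% = DMSO wells and 100% = sodium butyrate wells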
DAX1 inh-2: DAX1 (NR0B1) inhibition, primary screen; 370,000 tested, 1.1% active; inhibition, % at 6.8 µM; HEK293T StAR-luciferase reporter, SF-1/DAX-1 repression relief; AID 652010;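 active = inhibition above the mean over all tested compounds plus 3 SD, cut at about 3.6% in these data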;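 note: 0% = DAX-1 cells with DMSO and 100% = cells lacking DAX-1 with DMSO; higher inhibition means more luminescence from relief of DAX-1 repression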
hcDAF-12 act: activators of H. contortus DAF-12 nuclear receptor. HEK293 hcDAF-12 lit1-tk-luc reporter, luminescence; 0% DMSO, 100% Δ7-dafachronic acid. activation, % at 6.8 µM. 370,000 tested, 1.4% active. AID 652067;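 active = activation above the mean of all tested compounds plus 3 SD, cut at about 5.5% in these data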;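 note: 100% = response to 3 µM Δ7-dafachronic acid high control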
Rev-erbA mod: modulators of human Rev-erb alpha DNA binding; P20393; Rev-erbα–FITC-DNA binding, fluorescence polarization, 90 min; activity, % at 10 µM; 370,000 tested, 0.79% active;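 active = activity above about 14%, limit read from the data; passing the limit was not always enough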;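 note: 0% = DMSO wells with 35 nM protein and 100% = DMSO wells with 750 nM protein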
ssDAF-12 act: activates DAF-12 receptor from parasite S. stercoralis | HEK293 ssDAF-12/GRIP1 lit1-tk-luc reporter, luminescence; % of 3 µM dafachronic acid response | activation, % at 6.8 µM | 370,000 tested, 1% active;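 active = activation above the mean over all tested compounds plus 3 SD, cut at about 0.9% in these data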;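 note: 0% = DMSO-only wells and 100% = 3 µM delta7-dafachronic acid wells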
SMARCA2 act: increases SMARCA2 function in MMTV reporter cells | MG213 cells, MMTV-luciferase reporter, dexamethasone, overnight | activation, % at 9.1 µM | 370,000 tested, 1% active; in the data active = activation above about 7.8%;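 note: 0% = vehicle wells and 100% = reference activator wells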
Starred values were filed as active, the others as inactive; i = inactive; . = no result given.

SMILES	DAX1 inh-1	PLCg1 inh	MBD2 inh	PLC-beta3 inh	ADAM17 inh	hgDAF12 agonist	DAX1 inh-2	hcDAF-12 act	Rev-erbA mod	ssDAF-12 act	SMARCA2 act
O=C(CN1C(=O)c2ccccc2C1=O)Oc1ccc(Cl)cc1	1.6	-0.5	-1.9	-7.8	-6.3	2.1	0.3	-1.1	6.3	-0.9	2.3
COc1cc(CNC2CCCC2)cc(OC)c1	0.5	4.1	1.4	5.3	0.5	-3.3	0.9	0.4	-3.0	-0.5	-3.1
Cc1ccnc(NC(=O)CCC(=O)N(CC(=O)NCCc2ccccc2)c2ccc(F)cc2)c1	2.1	-1.1	7.4	-7.0	-4.5	1.6	-0.1	-0.3	0.2	0.0	-1.4
COc1ccc2oc(C(=O)OCC(=O)NCC3CCCO3)c(C)c2c1 (stereo unspecified)	0.6	-136.6	-2.7	-128.7	-78.3	-0.1	0.3	-0.9	-1.0	-0.9	1.2
O=C(O)c1c(-c2ccccc2)oc2ccc(O)cc12	0.7	-59.9	1.8	-92.4	-33.6	1.6	-0.1	-0.4	1.0	-0.8	-0.8
COc1ccc(NC2c3ccccc3C(=O)N2Cc2ccc3c(c2)OCO3)cc1 (stereo unspecified)	2.6	0.1	0.7	-0.9	2.6	4.1	-0.4	0.8	4.6	-0.4	-0.7
ON=C1c2ccccc2-c2ccccc21	1.4	-4.5	6.1	-12.5	1.3	3.9	0.8	1.6	-1.0	-0.8	-0.6
CC(=O)NCCNc1nc2cc(-c3cccc(Cl)c3)sc2c(=O)n1C	.	-2.2	0.5	-10.6	-12.4	0.7	-2.5	-2.0	-0.3	-1.5	-3.0
CC(=O)Nc1ccc(S(=O)(=O)N2C(=O)c3cccc4cccc2c34)cc1	.	-8.3	1.1	-15.4	-3.3	-3.7	0.1	-0.8	32.6*	-1.3	-3.9
CCCC(=O)Nc1cc(Cl)ccc1C	6.5*	1.8	-7.0	5.1	1.1	-0.1	0.0	0.6	5.2	-1.8	-0.1
Cc1cccc(C(=O)NCc2nnc(SCC(=O)Nc3nnc(C)s3)n2C)c1	1.4	3.6	-5.4	-0.1	-1.0	2.3	-0.2	-0.3	7.5	-0.9	-0.9
CC(C)c1ccc(NC(=O)C2Cc3c(-c4ccco4)ccnc3O2)cc1 (stereo unspecified)	.	-4.0	3.7	-8.2	2.1	-0.5	-1.0	-1.0	6.2	-2.0	1.8
CN(Cc1ccccc1)C(=O)[C@@H]1CCCN1C(=O)[C@@H]1CCCN1C(=O)c1cccc(Cl)c1	.	4.7	0.5	1.8	-0.1	-1.5	0.2	0.4	-1.9	-1.0	4.6
COc1ccc(OC)c(NC(=O)c2oc3c(c2C)C(O)CC(C)(C)C3)c1 (stereo unspecified)	-0.8	-15.9	2.1	-36.1	-1.8	-2.6	-3.0	-1.4	1.6	-1.3	-2.5
CCOC(=O)C(=O)Nc1ccccc1C(=O)OCC	-1.1	0.5	0.2	-5.4	1.3	-1.4	0.9	-0.7	-1.1	-0.5	-2.2
COCCOC(=O)c1cc(C(=O)c2cc(Cl)ccc2O)coc1=N	0.5	-14.4	-0.1	-16.5	-13.4	-6.6	-0.3	-0.5	-6.8	-0.6	-3.0
CCOc1ccc(NC(=O)CCN2C(=O)C3CCCCC3C2=O)cc1OCC (stereo unspecified)	0.6	-2.7	3.4	-5.2	1.6	-0.3	1.8	-0.3	-1.7	-0.4	0.9
O=C(O)CNC(=O)C12CC3CC(CC(Cl)(C3)C1)C2	0.2	-2.6	-6.4	0.3	-6.4	1.8	-0.2	-0.6	2.6	-1.3	-3.0
COc1ccc(/C=C(/NC(=O)c2cccs2)C(=O)NC(C)(C)C)cc1OC	-0.5	-4.5	0.0	-3.7	1.0	0.6	0.0	-1.1	-4.1	-1.1	-0.3
O=C(Nc1ccc(F)cc1)C1CCCN(S(=O)(=O)c2ccc(-n3cnnn3)cc2)C1 (stereo unspecified)	-0.5	2.5	2.4	-2.4	1.1	0.9	0.6	-0.8	4.7	-0.4	1.6
CC1=C(C(=O)NCc2ccccc2)C(c2ccc(C)o2)n2ncnc2N1 (stereo unspecified)	-1.1	-10.0	5.7	-12.5	-5.5	-0.6	-0.1	-0.5	-0.5	-1.7	1.8
Nc1ccc(O)cc1C(=O)OCC(=O)c1ccc(C2CCCCC2)cc1	-3.0	-81.2	4.8	-70.5	-35.4	-4.7	-0.6	-1.6	-2.5	-1.5	-7.4
O=S(=O)(NC1=NCCC1)c1cccc(NS(=O)(=O)c2ccc(OC(F)(F)F)cc2)c1	-0.4	0.6	6.2	3.1	-0.8	1.4	-0.3	-1.9	2.4	-1.3	5.5
CCc1nnc(NC(=O)c2sc3nc4c(cc3c2N)CCCCCC4)s1	2.8	i	-2.3	i	-49.8	2.3	2.2	2.6	3.0	-1.0	-1.6
Cc1ccc2cc3c(NC(=O)C4CCCO4)nn(CC(C)C)c3nc2c1 (stereo unspecified)	-0.2	-166.8	-4.8	-246.7	-22.4	-1.9	-1.1	1.1	-1.0	-1.8	-1.6
O=C(COC(=O)c1ccccc1Br)Nc1cc(S(=O)(=O)N2CCOCC2)ccc1N1CCCC1	-1.4	-0.9	3.5	-3.2	0.2	-0.5	-0.3	-1.4	-3.2	-2.2	2.0
CC(=O)Nc1cccc(NC(=O)c2cccc(S(=O)(=O)N3CCN(Cc4ccccc4)CC3)c2)c1	-0.4	5.3	-5.0	-4.2	20.0*	-2.7	0.3	-2.3	-4.5	-1.3	-2.5
COC1=C[C@H](C(=O)NCc2ccc(OC)cc2)C(C)C(c2ccccc2)CC1=O (stereo partly specified)	.	2.3	2.1	-3.4	-1.5	3.0	0.9	-0.8	-9.2	-1.9	-0.9
CCc1cccc(C)c1NC(=O)CCCN1C(=O)NC(C)(C)C1=O	0.8	3.8	0.3	-6.9	-4.6	-4.6	0.2	-1.2	-6.5	-0.9	-2.4
O=C(CSc1nc(C2CC2)nc2ccccc12)Nc1ccccc1	-2.3	2.7	2.2	-5.1	0.2	-3.4	0.2	-2.7	6.4	-1.2	6.2
COCCCn1c(=O)/c(=C\c2ccccc2OC(F)F)s/c1=C(/C#N)C(=O)NC(C)C	-1.0	1.7	-1.9	-2.1	1.3	-0.4	0.8	-0.2	5.1	-0.9	14.0*
C=CSc1sc(Cl)c(N2CCOCC2)c1[N+](=O)[O-]	-0.7	3.0	2.1	0.2	2.1	0.6	-0.5	-0.8	-1.8	-1.6	-1.0
COc1cccc(-c2noc(CCC(=O)NCC3CCCO3)n2)c1 (stereo unspecified)	-0.2	-1.4	1.5	-9.4	-4.5	1.6	1.3	-0.1	-0.4	-1.2	-2.1
CC(C)C(C(=O)NCC1CCCO1)N(Cc1ccccc1)C(=O)CNS(=O)(=O)c1ccccc1 (stereo unspecified)	1.3	0.1	-4.1	-5.2	-0.7	-0.1	-0.1	0.6	-6.1	-1.1	-0.6
N#Cc1ccc(-c2nc3c(Cl)cc(C(F)(F)F)cn3c2Cc2ccsc2)cc1	.	-6.1	2.8	-13.0	1.7	2.9	1.4	0.6	-1.8	-0.2	0.7
CCC(C)NC(=O)CSc1c2c(nc3ccccc13)CCCC2 (stereo unspecified)	-1.8	2.4	-0.1	1.4	0.5	-3.0	-0.4	-2.0	-0.6	-0.6	0.8
COc1ccc(NC(=O)CC(CC(=O)O)c2cc(OC)c(OC)c(OC)c2)cc1 (stereo unspecified)	-0.1	1.4	3.1	-3.4	-4.0	0.3	0.1	2.8	-1.0	-0.9	-1.9
CN1CCC(CNC(=O)Nc2ccccc2)(c2ccccc2)CC1	-0.9	2.0	0.2	-5.1	-2.2	1.0	1.0	-0.3	-0.6	-1.0	2.4
Cc1ccccc1C(=O)N1CCC(C(=O)Nc2ccc3c(c2)OCO3)CC1	-0.9	-3.0	4.5	-2.3	-3.6	3.7	-0.4	-0.4	-6.0	-0.8	-3.5
CC(=O)Nc1ccc(N2C(=O)c3ccc(C(=O)Nc4nnc(SCc5ccc(F)cc5)s4)cc3C2=O)cc1	2.4	-4.4	-7.0	-5.8	-1.6	-0.2	-0.1	-1.5	8.8	-0.9	-1.0
COc1cc(C(C(=O)NCC2CCCO2)N(C(=O)Cn2nnc3ccccc32)c2ccc(C(C)=O)cc2)ccc1O (stereo unspecified)	1.9	0.6	-1.9	-4.5	-1.5	1.2	0.0	1.4	2.5	-0.5	-0.9
S=c1[nH]nc(-c2ccc(Cl)cc2)n1-c1cccnc1	-0.2	1.8	-4.9	-2.1	-1.9	-0.7	0.1	0.0	-0.2	-1.4	-1.8
COc1ccc(S(=O)(=O)NCc2csc(C)n2)cc1	1.2	1.9	0.2	2.2	-3.6	4.5	-0.5	-0.2	-1.8	-0.8	0.2
CC1(c2nc3ccccc3[nH]2)CCC(=O)N1Cc1cccs1 (stereo unspecified)	.	-2.8	2.6	0.9	3.4	3.6	0.5	-0.2	2.1	-1.4	-4.2
Cn1nnnc1NCc1c(F)cccc1Cl	0.2	2.4	1.8	0.2	-3.1	0.4	1.7	-0.7	3.1	-0.9	-2.5
O=C(N/N=C/c1cn(-c2ccccc2)nc1-c1ccc(F)cc1)c1ccc2c(c1)OCO2	0.7	0.6	0.0	2.6	-0.2	2.9	0.1	-2.0	0.9	-2.0	1.2
COc1ccccc1-n1c(SC(C)C(=O)NCC2CCCO2)nc2cc(Cl)ccc2c1=O (stereo unspecified)	-1.6	4.3	1.7	2.3	-4.9	-3.5	-2.6	-0.6	-3.3	-0.7	-4.7
Nc1cccnc1Sc1cc(Cl)c(Cl)cc1Cl	1.3	4.7	-2.6	1.6	1.7	1.0	-0.2	2.7	9.6	0.2	4.8
CCOc1ccc(OCCOc2ncnc3ccccc23)cc1	0.4	-1.1	-0.7	0.8	-3.7	3.6	0.1	0.6	6.7	-0.6	1.9
O=C(CSc1nccc(=O)[nH]1)Nc1ccc(N2CCOCC2)cc1	-0.5	-1.3	0.5	-7.0	-3.7	1.9	-4.1	0.2	3.7	-0.9	0.8
Cc1ccc(S(=O)(=O)CCC(=O)OCCOc2cccc(Br)c2)cc1	0.4	1.6	-0.6	-0.2	2.2	-0.7	-2.3	-0.3	8.7	-1.3	-2.0
